High-throughput results (PubChem)
AmpC detergent: AmpC beta-lactamase inhibition with detergent present; 370,000 compounds, 0.041% hits; P00811; AID 485294; Potency, µM (series often up to 114 µM), inactives show at the top dose activity change, negative = inhibition, usual class: inhibitors; AmpC hydrolysis of nitrocefin, absorbance 480 nm, 0.01% Triton;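 also: potency is read from the fitted curve at half-maximal effect; 0% = no-compound wells and -100% = no-enzyme wells; nearly all actives have a fitted effect of over 25% in size; some results filed as inactive show a strong effect at the top dose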
Target sequence (P00811 whole entry, looked up): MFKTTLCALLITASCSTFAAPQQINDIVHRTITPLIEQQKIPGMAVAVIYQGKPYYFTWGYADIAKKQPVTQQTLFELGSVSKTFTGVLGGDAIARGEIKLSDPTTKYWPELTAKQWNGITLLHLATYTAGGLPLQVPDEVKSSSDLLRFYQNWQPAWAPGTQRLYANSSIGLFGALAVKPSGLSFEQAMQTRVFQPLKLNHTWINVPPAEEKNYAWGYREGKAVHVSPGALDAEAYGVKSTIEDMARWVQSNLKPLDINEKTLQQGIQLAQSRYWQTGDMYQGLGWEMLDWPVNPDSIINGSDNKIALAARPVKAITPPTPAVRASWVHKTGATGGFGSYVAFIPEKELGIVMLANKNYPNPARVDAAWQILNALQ
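AmpC (5.3 nM in the dispensed reagent) in 20 mM phosphate pH 7.0 with 0.01% (detergent screen) or 0.0001% Triton X-100 was preincubated with compounds for 15 min at room temperature. Nitrocefin was then added from an 800 uM solution, and hydrolysis was followed at 480 nm.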
HCMV inh: inhibitors of human cytomegalovirus | 410,000 compounds, 4.5% hits | activity change, negative = inhibition, % at 57.5 µM | HFF cells, HCMV-luciferase reporter, 72 h; stronger effect = lower value; in the data active = activity change below about -60%; inconclusive = no clear call, values can overlap the other calls; inactive = above about -39%
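Cell-based, HFFs, 1000 cells/well, 16 h 37C; cpds in DMSO + HCMV-luc, MOI 1 PFU/cell; 72 h 37C; OneGlo luminescence after 5 min RT; norm. to buffer vs Salinomycin 10uM.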
AmpC no deterg: blocks E. coli AmpC beta-lactamase in detergent-free assay; 330,000 compounds, 0.52% hits; AmpC nitrocefin hydrolysis, absorbance 480 nm, 0.0001% Triton; Potency, µM (doses to about 57.1 µM), for inactives: at the highest dose activity change, negative = inhibition, usual class: inhibitors; AID 485341; P00811;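 also: potency is read from the fitted curve at half-maximal effect; plate controls were no compound for no effect and no enzyme for full effect; nearly all actives have a fitted effect of over 20% in size; some results filed as inactive show a strong effect at the top dose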
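AmpC (5.3 nM in the dispensed reagent) in 20 mM phosphate pH 7.0 with 0.01% (detergent screen) or 0.0001% Triton X-100 was preincubated with compounds for 15 min at room temperature. Nitrocefin was then added from an 800 uM solution, and hydrolysis was followed at 480 nm.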
Giardia FBPA inh: blocks Giardia fructose-bisphosphate aldolase activity | A8B2U2 | purified Giardia FBPA | Potency, µM (top dose mostly 59.6 µM), for the others: top-dose activity, negative = inhibition, hits mostly inhibitors | 290,000 compounds, 0.71% hits | AID 2451; also: potency is read from the fitted curve at half-maximal effect; nearly all actives have a fitted effect of over 55% in size
Target sequence (A8B2U2 whole entry, looked up): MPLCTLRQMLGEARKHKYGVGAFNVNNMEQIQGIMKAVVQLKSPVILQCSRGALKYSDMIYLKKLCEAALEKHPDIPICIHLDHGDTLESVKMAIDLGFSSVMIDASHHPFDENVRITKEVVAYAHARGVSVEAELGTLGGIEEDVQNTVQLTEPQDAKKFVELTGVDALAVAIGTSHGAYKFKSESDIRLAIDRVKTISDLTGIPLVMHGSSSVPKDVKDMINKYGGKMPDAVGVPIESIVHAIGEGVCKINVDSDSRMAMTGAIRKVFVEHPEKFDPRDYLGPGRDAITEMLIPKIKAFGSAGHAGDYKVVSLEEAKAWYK
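Giardia FBPA (40 nM reagent) was preincubated 10 min at RT with compound (up to 57.5 uM final), then substrate plus GAPDH/TPI/NAD/arsenate coupling system with diaphorase/resazurin was added; resorufin fluorescence (525/598 nm) was read after 20 min.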
Sm TGR inh: inhibitors of Schistosoma mansoni thioredoxin glutathione reductase; purified TGR, DTNB reduction, TNB absorbance 405 nm; 360,000 compounds, 3% hits; AID 485364; Potency, µM (top dose mostly 114 µM), for inactives: at the top dose activity change, negative = inhibition, most hits filed as inhibitors; Q962Y6; also: potency is read from the fitted curve at half-maximal effect; nearly all actives have a fitted effect of over 60% in size
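First, TGR (20 nM dispensed) and NADPH were mixed with compound. Second, a 15 min room-temperature incubation followed. Third, further NADPH and then DTNB were added to start the reaction. Finally, TNB absorbance was monitored kinetically.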
HCV inhibitor: blocks hepatitis C virus | 340,000 compounds, 3.4% hits | AID 651820 | Huh7.5.1 HCVcc-Cre infection, luciferase reporter, 44 h | Potency, µM (highest dose often 41.8 µM), for inactives: at the highest dose activity change, negative = inhibition, usual class: inhibitors; also: potency is read from the fitted curve at half-maximal effect
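Luciferase read-out (15 sec integration) after a 15 min room-temperature substrate step quantifies HCVcc-Cre infection. Cells, 1,000 per well, had compound added 4 h post-plating, then virus at ~0.5 moi, and were cultured 44 h.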
* hit, by the source's call; ? = inconclusive; . = no result given; & = joins results of further samples; [ ] = another dose, or the depositor's remark. Unless noted, calls follow the shape of the dose curve; as a rule, active = well fitted curve in the direction sought with a large enough effect; inconclusive = small, poorly fitted or top-dose-only effect, or another doubt; inactive = no such curve, though single readings can be large; an effect the other way counts as inactive or inconclusive. Unless noted, % is scaled to controls: 0 for no effect and ±100 for the full control effect. Outcome played no part in choosing rows, and some 9.9% of all compounds hit somewhere here.

SMILES	AmpC detergent	HCMV inh	AmpC no deterg	Giardia FBPA inh	Sm TGR inh	HCV inhibitor
CCC(C)c1ccc2oc(-c3ccc(NC(=O)c4cc5ccccc5o4)cc3)nc2c1 (stereo unspecified)	-0.3%	-17.9	.	.	0.8%	.
CCCNC(=O)OC[C@H]1O[C@H](CCO/N=C(\C)CCN2CCc3nc(-c4ccccc4)c(-c4ccccc4)cc3C2)C=C[C@@H]1Oc1ccc(OC)cc1	?	.	144.4%[activator]	-7.3%	-22.4%	-0.1%[8.37 µM]
CCCn1cnc2cc(NC(=O)c3cccs3)ccc21	1.3%	-5.5	1.5%	-5.5%	5.5%	-5.1%
CN(CC(=O)NCc1ccc(Cl)cc1)S(=O)(=O)c1cccs1	-5.2%	-18.2	-5.0%	12.3%	-6.6%	13.9%
O=C(CSc1nc2[nH]ncc2c(=O)[nH]1)c1ccc(Cl)cc1	5.5%	55.6	-6.2%	2.4%	-7.3%	.
Fc1ccc(-c2ccc(Nc3cccc(F)c3)nn2)cc1	-1.6%	-4.4	-13.8%	4.2%	14.0%	-3.3%
CSc1nnc(Cn2c(=O)sc3ccccc32)n1-c1cccc(Cl)c1	3.9%	-6.2	50.7%	-1.2%	9.4%	?
Cc1nc(COC(=O)c2c(C)nn(-c3ccccc3)c2C)cs1	?	30.4	43.0%	3.9%	-2.1%	?
N#CCCN(C(=O)COc1ccc(F)cc1Br)c1ccccc1F	?	2.2	-3.5%	-1.4%	1.8%	-11.0%
COc1ccc(C(=O)Nc2nc(C)c(C(C)=O)s2)cc1S(=O)(=O)N1CCOCC1	2.2%	-91.7*	-16.0%	.	-13.5%	-16.3%
CC(C)c1ccc(C(=O)N2CCCN(C(=O)c3ccc(C(C)C)cc3)CC2)cc1	2.7%	10.2	136.4%[activator]	3.6%	2.1%	-4.2%
Cc1ccc(-n2nc(CO)c(C(=O)NCCCc3ccccc3)n2)cc1C	11.5%	86.2	.	.	2.4%	.
COC(=O)Cn1cnc2c(nnn2-c2ccc(F)cc2)c1=O	-5.1%	17.0	-8.6%	3.3%	-25.4%	6.6%
Cc1ccc(S(=O)(=O)c2c(C)cc(C)nc2Cl)c(C)c1	-5.1%	-13.0	-1.3%	-22.2%	-6.9%	15.6%
COCCCNC(=O)c1sc2ncn(CC(=O)Nc3ccc(C)c(Cl)c3)c(=O)c2c1C	2.0%	-18.2	-2.2%	0.0%	-9.1%	?
CN(C)S(=O)(=O)c1ccc(Cl)c(C(=O)NC2CCN(Cc3ccccc3)C2)c1 (stereo unspecified)	3.0%	5.2	0.4%	-8.4%	-12.9%	-9.8%
O=C(CN1CCN(c2ccccc2O)CC1)NC(=O)NC1CCCC1	-4.9%	-19.0	-7.3%	0.1%	1.7%	-14.5%
O=C1NC(=Nc2ccccc2)S/C1=C\c1cccn1-c1ccccc1	-9.8%	-24.8	-36.2%	-2.3%	-16.6%	2.82µM*
O=C(CNC(=O)/C=C/c1ccco1)N=Nc1c(O)[nH]c2ccccc12	-0.3%	-15.6	-18.4%	-19.2%	7.08µM*	7.1%
CN(C)c1ccc(CNC(=O)CN(C)S(=O)(=O)c2cccc3cccnc23)cc1	-5.8%	-12.5	-32.2%	?	-9.5%	-11.7%

Quoted from the entries so far, ten compounds:
SMILES	AmpC detergent	HCMV inh	AmpC no deterg	Giardia FBPA inh	Sm TGR inh	HCV inhibitor
Cc1nc(COC(=O)c2c(C)nn(-c3ccccc3)c2C)cs1	?	30.4	43.0%	3.9%	-2.1%	?
N#CCCN(C(=O)COc1ccc(F)cc1Br)c1ccccc1F	?	2.2	-3.5%	-1.4%	1.8%	-11.0%
COc1ccc(C(=O)Nc2nc(C)c(C(C)=O)s2)cc1S(=O)(=O)N1CCOCC1	2.2%	-91.7*	-16.0%	.	-13.5%	-16.3%
CC(C)c1ccc(C(=O)N2CCCN(C(=O)c3ccc(C(C)C)cc3)CC2)cc1	2.7%	10.2	136.4%[activator]	3.6%	2.1%	-4.2%
Cc1ccc(-n2nc(CO)c(C(=O)NCCCc3ccccc3)n2)cc1C	11.5%	86.2	.	.	2.4%	.
COC(=O)Cn1cnc2c(nnn2-c2ccc(F)cc2)c1=O	-5.1%	17.0	-8.6%	3.3%	-25.4%	6.6%
Cc1ccc(S(=O)(=O)c2c(C)cc(C)nc2Cl)c(C)c1	-5.1%	-13.0	-1.3%	-22.2%	-6.9%	15.6%
COCCCNC(=O)c1sc2ncn(CC(=O)Nc3ccc(C)c(Cl)c3)c(=O)c2c1C	2.0%	-18.2	-2.2%	0.0%	-9.1%	?
CN(C)S(=O)(=O)c1ccc(Cl)c(C(=O)NC2CCN(Cc3ccccc3)C2)c1 (stereo unspecified)	3.0%	5.2	0.4%	-8.4%	-12.9%	-9.8%
O=C(CN1CCN(c2ccccc2O)CC1)NC(=O)NC1CCCC1	-4.9%	-19.0	-7.3%	0.1%	1.7%	-14.5%

Later entries
SMILES	AmpC detergent	HCMV inh	AmpC no deterg	Giardia FBPA inh	Sm TGR inh	HCV inhibitor
O=C(Nc1ccc2nc3n(c(=O)c2c1)CCCCC3)C(=O)N1CCN(c2ccccc2)CC1	-9.4%	?	-0.5%	3.1%	0.0%	-9.0%
CCOc1ccc(N2C(=O)CC(NCC3CCCO3)C2=O)cc1 (stereo unspecified)	-3.0%	-16.4	2.5%	-3.5%	-0.9%	12.9%
N#Cc1ccc(CSc2nnc(-c3cccc(S(=O)(=O)N4CCCCC4)c3)o2)cc1	-2.9%	-66.4*	-42.5%	-8.6%	-9.1%	?
Cc1nn(CC(=O)NCC(C)c2ccccc2)c(=O)c2cccn12 (stereo unspecified)	-8.4%	0.0	-10.5%	-10.8%	-4.8%	15.8%
CC(O)[C@H]1CNC(=O)C(=O)N1CCc1cccc2ccccc12 (stereo partly specified)	-5.5%	16.7	-8.6%	-9.8%	-16.8%	17.0%
O=C(NNS(=O)(=O)c1ccc(F)cc1)c1ccc([N+](=O)[O-])cc1	-4.4%	.	-15.3%	-15.0%	-16.5%	13.6%
Nc1c(C(=O)Nc2ccccc2Br)sc2nc(-c3cccs3)ccc12	9.7%	-70.9*	.	.	5.7%	.
Cc1cc(C)c(NC(=O)CSc2nncn3c2cc2oc(C)cc23)c(C)c1	-3.7%	11.9	.	.	-10.6%	.
COC(=O)C1=C(C)N(CCc2cc(OC)c(OC)c(OC)c2)C(=O)N[C@H]1c1cccs1	-10.7%	.	3.4%	5.9%&-0.5%	-4.5%	1.3%[8.37 µM]
CCc1ccccc1NC(=O)c1ccc([N+](=O)[O-])s1	?	?	-10.3%	-8.2%	?	?
COc1ccc(Br)cc1S(=O)(=O)n1ccnc1C	-1.1%	27.1	-7.3%	-8.7%	0.0%	10.5%
COc1ccc(-c2nc(-n3c(C)c(C(C)=O)c(C(C)=O)c3C)sc2C)cc1	4.9%	?	89.5%[activator]	.	12.5%	?
Cc1cc(Oc2ccc(C(F)(F)F)cc2[N+](=O)[O-])c2c3c(c(=O)oc2c1)CCCC3	?	-2.9	-34.6%	-4.3%	2.4%	-2.5%
Cc1c(-c2ccccc2)c(P(=O)(N2CCOCC2)N2CCOCC2)c2ccccn12	-15.4%	0.0	36.4%	-8.6%	?	-3.0%
